Screening results as filed in PubChem.
AGP1 TOR yeast – alters AGP1-GFP fluorescence in TOR pathway yeast screen | GFP response vs DMSO, % at 10 µM | S. cerevisiae AGP1-GFP multiplex flow cytometry, 3 h; GFP as percent of DMSO wells | 0.02% of 320,000 active;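 active = GFP response relative to DMSO above a set limit, near screen average plus 3 SD, cut at about 150% in these data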;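 also: median GFP channel fluorescence of the gated AGP1 strain per well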
VLA-4 inh – inhibition in a human VLA-4 binding assay; VLA-4 expressing cells, ligand binding flow cytometry; inhibition, % (about 7 µM as worked out from the volumes in the protocol); 0.2% of 330,000 active; AID 2557; in the data active = inhibition above about 50%
Target sequence (P13612 whole entry, looked up): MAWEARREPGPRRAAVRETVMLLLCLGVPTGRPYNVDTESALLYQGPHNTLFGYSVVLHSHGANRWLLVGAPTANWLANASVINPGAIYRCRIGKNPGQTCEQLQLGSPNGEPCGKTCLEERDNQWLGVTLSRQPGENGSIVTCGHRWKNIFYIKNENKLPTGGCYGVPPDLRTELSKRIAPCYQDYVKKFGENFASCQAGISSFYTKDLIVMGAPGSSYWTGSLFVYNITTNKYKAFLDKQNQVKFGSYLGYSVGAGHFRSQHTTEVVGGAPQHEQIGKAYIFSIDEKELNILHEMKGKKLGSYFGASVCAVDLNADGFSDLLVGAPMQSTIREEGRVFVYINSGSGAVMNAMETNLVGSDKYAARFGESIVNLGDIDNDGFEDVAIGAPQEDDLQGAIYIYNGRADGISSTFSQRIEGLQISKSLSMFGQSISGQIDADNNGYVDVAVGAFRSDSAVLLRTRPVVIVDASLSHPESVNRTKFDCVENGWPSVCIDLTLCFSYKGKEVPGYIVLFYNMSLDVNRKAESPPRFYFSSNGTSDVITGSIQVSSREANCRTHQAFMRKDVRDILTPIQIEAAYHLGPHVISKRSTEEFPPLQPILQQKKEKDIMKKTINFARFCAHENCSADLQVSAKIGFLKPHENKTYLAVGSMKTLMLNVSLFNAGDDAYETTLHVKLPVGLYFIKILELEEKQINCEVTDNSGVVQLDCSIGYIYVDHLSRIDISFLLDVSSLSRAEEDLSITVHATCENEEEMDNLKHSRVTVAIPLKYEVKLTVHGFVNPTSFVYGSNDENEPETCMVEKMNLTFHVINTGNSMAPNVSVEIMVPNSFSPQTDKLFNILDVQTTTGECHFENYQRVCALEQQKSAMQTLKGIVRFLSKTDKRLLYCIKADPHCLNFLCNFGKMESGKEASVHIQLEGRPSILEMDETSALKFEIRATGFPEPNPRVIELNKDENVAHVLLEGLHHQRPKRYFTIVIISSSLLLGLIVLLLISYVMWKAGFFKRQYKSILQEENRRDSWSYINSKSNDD
CIT2 TOR yeast – modulators of TOR pathway CIT2-GFP in S. cerevisiae; S. cerevisiae CIT2-GFP strain, flow cytometry, 3 h; 100 means same as DMSO wells; GFP response vs DMSO, % at 10 µM; 0.065% of 320,000 active;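 active = GFP response relative to DMSO above a set limit, near the screen mean plus 3 SD, cut at about 150% in these data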;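 also: ratio of well median GFP fluorescence to mean of DMSO wells on the plate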
MEP2-GFP yeast – modulators of TOR pathway MEP2-GFP in S. cerevisiae. S. cerevisiae MEP2-GFP strain, flow cytometry GFP, 3 h; 100% = DMSO control level. 0.51% of 330,000 active. GFP response vs DMSO, % at 10 µM;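 active = GFP response versus DMSO above a set limit, roughly screen mean plus 3 SD, cut at about 180% in these data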;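 also: median GFP fluorescence of the barcode-gated MEP2-GFP cells per well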
GRK2 aptamer HTS – human GRK2 inhibition via aptamer displacement. bead flow cytometry, FAM-aptamer displacement from GRK2. inhibition of aptamer binding, % at 10 µM. 0.59% of 330,000 active. AID 488847;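 active = inhibition of aptamer binding above 40%, roughly 3 SD of noise, on plates passing a quality check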;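 also: median bead fluorescence of bound FAM aptamer so fluorescent compounds give negative values; no value below 0 was filed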
LAP4-GFP MLPCN – yeast TOR pathway LAP4-GFP modulation | 0.34% of 320,000 active | GFP response vs DMSO, % at 10 µM | S. cerevisiae LAP4-GFP multiplex, flow cytometry GFP, 3 h; median GFP as percent of DMSO wells;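 active = GFP response vs DMSO above a set limit, about the screen mean plus 3 SD, cut at about 150% in these data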
RPL19A TOR yeast – alters RPL19A-GFP fluorescence in TOR pathway yeast screen. S. cerevisiae RPL19A-GFP strain, flow cytometry, 3 h; stronger effect = lower value. percent response vs DMSO, % at 10 µM. 0.3% of 330,000 active. AID 2025;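 active = percent response vs DMSO below 50%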;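 also: median channel GFP fluorescence of the barcoded RPL19A-GFP strain; ratio of sample median GFP to plate DMSO average so 100% = DMSO; lower means less RPL19A-GFP as with rapamycin TOR inhibition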
JMJD2C inh – blocks human GASC-1 demethylase activity. AID 2099. inhibition, % at 2.35 µM. GST-JMJD2C(1-420) H3K9me3 demethylation, DELFIA europium. 0.069% of 330,000 active. Q9H3R0;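 active = more than half of a compound's replicate wells show inhibition beyond 50%, single wells judged on their own value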;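 also: signal counts dimethyl H3K9 product captured on neutravidin plate; 0% = median of DMSO wells and 100% = 0.3 times that DMSO median; strong numbers were not always called active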
Starred values were filed as active, the others as inactive.

The opening 2 entries, to show the layout:
Screening CN(C)CCNc1ncnc2c1sc1nc(N3CCCC3)c3c(c12)CC(C)(C)OC3 returned AGP1 TOR yeast 96, VLA-4 inh 5, CIT2 TOR yeast 89, MEP2-GFP yeast 87, GRK2 aptamer HTS 0, LAP4-GFP MLPCN 96, RPL19A TOR yeast 94 and JMJD2C inh -6.
For CCOC(=O)CSc1nnc(-c2ccccc2)c(-c2ccccc2)n1 the results were AGP1 TOR yeast 96, VLA-4 inh -6, CIT2 TOR yeast 100, MEP2-GFP yeast 101, GRK2 aptamer HTS 1, LAP4-GFP MLPCN 83, RPL19A TOR yeast 105 and JMJD2C inh 4.

The listing, previewed entries included:
Screening CN(C)CCNc1ncnc2c1sc1nc(N3CCCC3)c3c(c12)CC(C)(C)OC3 returned AGP1 TOR yeast 96, VLA-4 inh 5, CIT2 TOR yeast 89, MEP2-GFP yeast 87, GRK2 aptamer HTS 0, LAP4-GFP MLPCN 96, RPL19A TOR yeast 94 and JMJD2C inh -6.
For CCOC(=O)CSc1nnc(-c2ccccc2)c(-c2ccccc2)n1 the results were AGP1 TOR yeast 96, VLA-4 inh -6, CIT2 TOR yeast 100, MEP2-GFP yeast 101, GRK2 aptamer HTS 1, LAP4-GFP MLPCN 83, RPL19A TOR yeast 105 and JMJD2C inh 4.
`CC(C)(C)NC(=O)CN(C(=O)CCN1CCCc2ccccc21)C(C)(C)C` gave AGP1 TOR yeast 104, VLA-4 inh 2, CIT2 TOR yeast 104, MEP2-GFP yeast 100, GRK2 aptamer HTS 0, LAP4-GFP MLPCN 100 and JMJD2C inh -1.
For COc1ccc(N(C(=O)CNC(=O)c2cccs2)C(C(=O)NC2CCCC2)c2ccncc2)cc1 (centres undefined) the results were AGP1 TOR yeast 95, VLA-4 inh -4, CIT2 TOR yeast 96, MEP2-GFP yeast 91, GRK2 aptamer HTS 1, LAP4-GFP MLPCN 96, RPL19A TOR yeast 95 and JMJD2C inh 5.
Screening COc1cccc(NC(=O)c2sc3ncn(CC(=O)N4CCN(c5ccccn5)CC4)c(=O)c3c2C)c1 returned AGP1 TOR yeast 114, VLA-4 inh 3, CIT2 TOR yeast 112, MEP2-GFP yeast 103, GRK2 aptamer HTS 0, LAP4-GFP MLPCN 113, RPL19A TOR yeast 109 and JMJD2C inh -4.
Screening Nc1cc(C(=O)O)ccc1Sc1ccccc1C(=O)O returned AGP1 TOR yeast 109, VLA-4 inh -9, CIT2 TOR yeast 97, MEP2-GFP yeast 101, GRK2 aptamer HTS 5, LAP4-GFP MLPCN 103, RPL19A TOR yeast 109 and JMJD2C inh -44.
For O=C(COC(=O)c1ccc(CN2CCCC2=O)cc1)Nc1ccc(F)cc1 the results were AGP1 TOR yeast 104, VLA-4 inh 13, CIT2 TOR yeast 101, MEP2-GFP yeast 102, GRK2 aptamer HTS 5, LAP4-GFP MLPCN 103, RPL19A TOR yeast 99 and JMJD2C inh -2.
`CN(C)S(=O)(=O)c1ccc(Cl)c(NC(=O)COC(=O)CCC2CCCCC2)c1` gave AGP1 TOR yeast 100, VLA-4 inh 7, CIT2 TOR yeast 113, MEP2-GFP yeast 106, GRK2 aptamer HTS 0, LAP4-GFP MLPCN 84 and RPL19A TOR yeast 104.
`CCOc1ccccc1NC(=O)Cn1ncc2ccc([N+](=O)[O-])cc21` gave AGP1 TOR yeast 99, VLA-4 inh -3, CIT2 TOR yeast 105, MEP2-GFP yeast 109, GRK2 aptamer HTS 2, LAP4-GFP MLPCN 89, RPL19A TOR yeast 106 and JMJD2C inh 5.
`Cc1ccc(NS(=O)(=O)c2ccc(C(=O)N3CCN(c4ccccn4)CC3)cc2)cc1` gave AGP1 TOR yeast 101, VLA-4 inh -1, CIT2 TOR yeast 105, MEP2-GFP yeast 99, GRK2 aptamer HTS 1, LAP4-GFP MLPCN 94, RPL19A TOR yeast 101 and JMJD2C inh -1.
`O=c1oc(-c2ccccc2NS(=O)(=O)c2ccc(Cl)cc2)nc2ccccc12` gave AGP1 TOR yeast 90, VLA-4 inh 22, CIT2 TOR yeast 94, MEP2-GFP yeast 89, GRK2 aptamer HTS 0, LAP4-GFP MLPCN 110, RPL19A TOR yeast 95 and JMJD2C inh -11.
S=C(NCCOCCOCCNC(=S)Nc1ccccc1)Nc1ccccc1 was read as AGP1 TOR yeast 99, VLA-4 inh 25, CIT2 TOR yeast 103, MEP2-GFP yeast 103, GRK2 aptamer HTS 3, LAP4-GFP MLPCN 88, RPL19A TOR yeast 104 and JMJD2C inh -8.
Screening COc1ccc(NC(=O)CN2CCN(C(=S)NC3CCCC3)CC2)cc1 returned AGP1 TOR yeast 94, VLA-4 inh 1, CIT2 TOR yeast 84, MEP2-GFP yeast 87, GRK2 aptamer HTS 2, LAP4-GFP MLPCN 96, RPL19A TOR yeast 93 and JMJD2C inh -10.
Screening Cc1nc2ccc(NS(=O)(=O)c3ccccc3Cl)cc2s1 returned AGP1 TOR yeast 107, VLA-4 inh -14, CIT2 TOR yeast 98, MEP2-GFP yeast 105, GRK2 aptamer HTS 0, LAP4-GFP MLPCN 111, RPL19A TOR yeast 105 and JMJD2C inh 6.
`CCN(CC)Cc1c(O)ccc2c(=O)c(-c3ccccc3OC)coc12` gave AGP1 TOR yeast 96, VLA-4 inh 21, CIT2 TOR yeast 101, MEP2-GFP yeast 104, GRK2 aptamer HTS 4, LAP4-GFP MLPCN 88, RPL19A TOR yeast 103 and JMJD2C inh -10.
`Cc1nc(Cc2nnc(SCC(=O)N3CCN(c4ccc(F)cc4)CC3)o2)cs1` gave AGP1 TOR yeast 100, VLA-4 inh 1, CIT2 TOR yeast 96, MEP2-GFP yeast 101, GRK2 aptamer HTS 0, LAP4-GFP MLPCN 101, RPL19A TOR yeast 105 and JMJD2C inh 9.
CC(OC(=O)c1cc(S(=O)(=O)N(C)C)ccc1N1CCCC1)C(=O)NCc1ccccc1 (centres undefined) was read as AGP1 TOR yeast 100, VLA-4 inh 9, CIT2 TOR yeast 107, MEP2-GFP yeast 106, GRK2 aptamer HTS 4, LAP4-GFP MLPCN 101, RPL19A TOR yeast 88 and JMJD2C inh 5.
For CCc1ccc2c(c1)c1nnc(NN)nc1n2C the results were AGP1 TOR yeast 106, VLA-4 inh -9, CIT2 TOR yeast 103, MEP2-GFP yeast 105, GRK2 aptamer HTS 2, LAP4-GFP MLPCN 113, RPL19A TOR yeast 99 and JMJD2C inh -1.
For CO[C@H]1O[C@H](C)[C@@H](O)C[C@H]1NC(=O)OCc1ccccc1 the results were AGP1 TOR yeast 101, VLA-4 inh 13, CIT2 TOR yeast 116, MEP2-GFP yeast 97, GRK2 aptamer HTS 3, LAP4-GFP MLPCN 75, RPL19A TOR yeast 97 and JMJD2C inh -4.
`O=C(Nc1ccc(OC(F)F)cc1)c1ccccn1` gave AGP1 TOR yeast 96, VLA-4 inh 4, CIT2 TOR yeast 114, MEP2-GFP yeast 115, GRK2 aptamer HTS 0, LAP4-GFP MLPCN 102, RPL19A TOR yeast 113 and JMJD2C inh -7.
`CCN1/C(=C2\OC(=S)N(C)C2=O)Sc2ccccc21` gave AGP1 TOR yeast 89, VLA-4 inh 7, CIT2 TOR yeast 90, MEP2-GFP yeast 92, GRK2 aptamer HTS 3, LAP4-GFP MLPCN 97, RPL19A TOR yeast 100 and JMJD2C inh 3.
O=C1CC2CS(=O)(=O)CC2N1c1ccc(Oc2ccccc2)cc1 (centres undefined) was read as AGP1 TOR yeast 104, VLA-4 inh 6, CIT2 TOR yeast 97, MEP2-GFP yeast 99, GRK2 aptamer HTS 0, LAP4-GFP MLPCN 92, RPL19A TOR yeast 100 and JMJD2C inh 1.
For S=c1[nH]c2cc(-c3ccccc3)ccc2o1 the results were AGP1 TOR yeast 62, VLA-4 inh 13, CIT2 TOR yeast 73, MEP2-GFP yeast 94, GRK2 aptamer HTS 1, LAP4-GFP MLPCN 126, RPL19A TOR yeast 89 and JMJD2C inh -1.
Screening CC1=C(C(=O)OC2CCCC2)C(c2coc3ccccc3c2=O)C2=C(CCCC2=O)N1 (centres undefined) returned AGP1 TOR yeast 87, VLA-4 inh -3, CIT2 TOR yeast 89, MEP2-GFP yeast 93, GRK2 aptamer HTS 1, LAP4-GFP MLPCN 91, RPL19A TOR yeast 92 and JMJD2C inh 1.
`COc1ccc(NC(=O)c2sc(-c3ccccc3)nc2C)c(OC)c1` gave AGP1 TOR yeast 95, VLA-4 inh 6, CIT2 TOR yeast 104, MEP2-GFP yeast 87, GRK2 aptamer HTS 0, LAP4-GFP MLPCN 99, RPL19A TOR yeast 105 and JMJD2C inh -7.
For CC(C)(C)OC(=O)N1CCC(NC(=O)c2[nH]cnc2C(=O)Nc2cccc(Cl)c2)CC1 the results were AGP1 TOR yeast 104, VLA-4 inh 0, CIT2 TOR yeast 119, MEP2-GFP yeast 103, GRK2 aptamer HTS 2, LAP4-GFP MLPCN 76, RPL19A TOR yeast 101 and JMJD2C inh -8.
Screening O=C(COC(=O)/C=C/c1ccc(Cl)cc1)NC(=O)NCc1ccccc1 returned AGP1 TOR yeast 86, VLA-4 inh -10, CIT2 TOR yeast 88, MEP2-GFP yeast 98, GRK2 aptamer HTS 0, LAP4-GFP MLPCN 88, RPL19A TOR yeast 94 and JMJD2C inh -10.
Screening Cc1cc2cc(C)c(NCCNC(=O)c3cccs3)nc2cc1C returned AGP1 TOR yeast 109, VLA-4 inh -3, CIT2 TOR yeast 111, MEP2-GFP yeast 108, GRK2 aptamer HTS 0, LAP4-GFP MLPCN 98, RPL19A TOR yeast 105 and JMJD2C inh 8.
C=CCn1c(COc2ccccc2F)nnc1SCCN1C(=O)c2ccccc2C1=O was read as AGP1 TOR yeast 101, VLA-4 inh -4, CIT2 TOR yeast 92, MEP2-GFP yeast 91, GRK2 aptamer HTS 0, LAP4-GFP MLPCN 95, RPL19A TOR yeast 98 and JMJD2C inh 13.
Screening COc1ccc(OC)c(-c2csc(NC(=O)CN3C(=O)C4CCCCC4C3=O)n2)c1 (centres undefined) returned AGP1 TOR yeast 95, VLA-4 inh -4, CIT2 TOR yeast 97, MEP2-GFP yeast 101, GRK2 aptamer HTS 4, LAP4-GFP MLPCN 95, RPL19A TOR yeast 103 and JMJD2C inh 11.
COCCn1cnc2c1c(=O)n(CC(=O)OCC(=O)NCCCc1ccccc1)c(=O)n2Cc1ccccc1 was read as AGP1 TOR yeast 96, VLA-4 inh 11, CIT2 TOR yeast 96, MEP2-GFP yeast 102, GRK2 aptamer HTS 2, LAP4-GFP MLPCN 94, RPL19A TOR yeast 96 and JMJD2C inh 1.
CCC(C)C1=CC(=Nc2c(C)n(C)n(-c3ccccc3)c2=O)C=C(C(C)CC)C1=O (centres undefined) was read as AGP1 TOR yeast 98, VLA-4 inh 1, CIT2 TOR yeast 98, MEP2-GFP yeast 98, GRK2 aptamer HTS 3, LAP4-GFP MLPCN 97, RPL19A TOR yeast 97 and JMJD2C inh -1.
Screening CCCCc1nc2cc(C(=O)N3CCNC(=O)C3)ccc2o1 returned AGP1 TOR yeast 114, VLA-4 inh 9, CIT2 TOR yeast 116, MEP2-GFP yeast 119, GRK2 aptamer HTS 1, LAP4-GFP MLPCN 101, RPL19A TOR yeast 109 and JMJD2C inh 2.
`CC12Cc3ccc4ccccc4c3C=C1C[N+](C)(C)C2` (centres undefined) gave AGP1 TOR yeast 105, VLA-4 inh 7, CIT2 TOR yeast 103, MEP2-GFP yeast 107, GRK2 aptamer HTS 1, LAP4-GFP MLPCN 102, RPL19A TOR yeast 103 and JMJD2C inh 3.
For CC(C)(C)c1ccc(S(=O)(=O)C(C)(C)C)cc1 the results were AGP1 TOR yeast 102, VLA-4 inh 2, CIT2 TOR yeast 103, MEP2-GFP yeast 114, GRK2 aptamer HTS 2, LAP4-GFP MLPCN 112, RPL19A TOR yeast 107 and JMJD2C inh -6.
